# High-throughput results (PubChem)
# PI5P4Ka inh = qHTS for Inhibitors of phosphatidylinositol 5-phosphate 4-kinase (PI5P4K); max response, %; PI5P4Kalpha enzyme, ADP-Glo luminescence, 60 min; active compounds read low; Phosphatidylinositol 5-phosphate 4-kinase type-2 alpha (Homo sapiens), P48426; actives 1.2% (n = 330,000); active means max response of -50% or lower; inconclusive means between -30% and -50%; inactive means -30% or higher; further: value at the top dose of about 77 µM; on the % scale 0 is the no-effect control and ±100 the full control effect
#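 qHTS, 1536-well: enzyme/substrate mix, compound by pin tool, 5 microM ATP final; RT 60 min; ADP-Glo reagents 1 (45 min) then 2 (30 min); luminescence.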
# FUS suppressor = qHTS for Suppressors of FUS Proteinopathy: Primary screen using FUS-linked yeast assay; Potency, µM (highest dose often 76.6 µM), for inactives: top-dose growth rescue (activation), usual class: activators; S. cerevisiae FUS-expressing, growth rescue, OD600, 24 h; actives 0.24% (n = 390,000);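 further: potency means the concentration at half of the fitted maximal effect; plate controls were DMSO vehicle for no effect and reference control for full effect; nearly all actives have a fitted effect of over 55% in size; some results filed as inactive show a strong effect at the top dose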
#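 Toxicity suppression screen in FUS-yeast. Cells induced with 2% galactose, starting OD 0.005, treated 24hr at 30C with compounds at multiple final concentrations; growth by OD600.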
# PLK1 PBD inh = qHTS for Inhibitors of PLK1-PDB (polo-like kinase 1 - polo-box domain): Primary Screen; Serine/threonine-protein kinase PLK1 (Homo sapiens), P53350; Plk1 PBD binding of FITC phosphopeptide, fluorescence polarization; Potency, µM, for inactives: max response, negative = inhibition, most hits filed as inhibitors; actives 2.8% (n = 360,000); AID 720504, 2013; further: potency means the concentration at half of the fitted maximal effect; series mostly up to about 57 µM; on the % scale 0 is the no-effect control and ±100 the full control effect; nearly all actives have a fitted effect of over 65% in size
# Abeta yeast res = qHTS for compounds that reverse cellular toxicity of Amyloid beta (A-beta) peptide in yeast: Primary Screen. yeast expressing A-beta42, growth rescue, OD600, 48 h; response scale: 0% DMSO, 100% iron-clioquinol control. Potency, µM (highest dose often 46.1 µM), for inactives: at the top dose growth rescue, actives largely listed as activators. actives 0.063% (n = 410,000); further: potency means the concentration at half of the fitted maximal effect; nearly all actives have a fitted effect of over 55% in size
#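 Growth rescue measured by 600 nm absorbance after 48 h yeast culture at 30 C with compound. Values normalized between DMSO and an equimolar ferric chloride plus clioquinol control.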
# IL-2 act = qHTS of IL-2 Activators; IL-2 activation reporter assay, cell-based qHTS; stimulated with anti-CD3/CD4/CD28 beads; in transgenic mouse T cells; actives 0.065% (n = 360,000); activation, % (series mostly up to about 46 µM); in the data active means activation above about 50%; inconclusive means mostly about 30% to 49%; further: 0% is about no effect
#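 Screening format: compound pinned onto unstimulated transgenic mouse T cells, 60 min incubation, then anti-CD3/anti-CD4/anti-CD28 bead stimulation for 18 hours at 37 degrees C, followed by EGFP and DsRed detection.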
# WRN inhibitor = qHTS for Inhibitors of WRN Helicase | Bifunctional 3'-5' exonuclease/ATP-dependent helicase WRN (Homo sapiens), Q14191 | WRN helicase unwinding, fluorescent forked duplex, kinetic | Potency, µM (top dose mostly 114 µM), inactives show at the highest dose activity change, negative = inhibition, most hits filed as inhibitors | actives 0.46% (n = 360,000); further: potency means the concentration at half of the fitted maximal effect; on the % scale 0 is the no-effect control and ±100 the full control effect; nearly all actives have a fitted effect of over 55% in size
#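 Enzyme (20 nM final) and test compound sit together 15 min at room temperature before substrate addition. Substrate is a single-forked duplex oligonucleotide (100 nM) labelled with fluorophore and quencher, with 2 mM ATP; helicase unwinding raises red fluorescence, read kinetically.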
# EPAC1 ag = qHTS for Agonist of cAMP-regulated guanine nucleotide exchange factor 3 (EPAC1): primary screen. Rap guanine nucleotide exchange factor 3 (Homo sapiens), O95398. Potency, µM (titrated, usually from 154 µM), without a hit: at the top dose activation, actives largely listed as activators. EPAC1 agonist qHTS, biochemical assay; response scale: 100% = response to 6.5 mM cAMP. actives 0.073% (n = 360,000); further: potency means the concentration at half of the fitted maximal effect; nearly all actives have a fitted effect of over 60% in size
# Target sequence (O95398 whole entry, looked up): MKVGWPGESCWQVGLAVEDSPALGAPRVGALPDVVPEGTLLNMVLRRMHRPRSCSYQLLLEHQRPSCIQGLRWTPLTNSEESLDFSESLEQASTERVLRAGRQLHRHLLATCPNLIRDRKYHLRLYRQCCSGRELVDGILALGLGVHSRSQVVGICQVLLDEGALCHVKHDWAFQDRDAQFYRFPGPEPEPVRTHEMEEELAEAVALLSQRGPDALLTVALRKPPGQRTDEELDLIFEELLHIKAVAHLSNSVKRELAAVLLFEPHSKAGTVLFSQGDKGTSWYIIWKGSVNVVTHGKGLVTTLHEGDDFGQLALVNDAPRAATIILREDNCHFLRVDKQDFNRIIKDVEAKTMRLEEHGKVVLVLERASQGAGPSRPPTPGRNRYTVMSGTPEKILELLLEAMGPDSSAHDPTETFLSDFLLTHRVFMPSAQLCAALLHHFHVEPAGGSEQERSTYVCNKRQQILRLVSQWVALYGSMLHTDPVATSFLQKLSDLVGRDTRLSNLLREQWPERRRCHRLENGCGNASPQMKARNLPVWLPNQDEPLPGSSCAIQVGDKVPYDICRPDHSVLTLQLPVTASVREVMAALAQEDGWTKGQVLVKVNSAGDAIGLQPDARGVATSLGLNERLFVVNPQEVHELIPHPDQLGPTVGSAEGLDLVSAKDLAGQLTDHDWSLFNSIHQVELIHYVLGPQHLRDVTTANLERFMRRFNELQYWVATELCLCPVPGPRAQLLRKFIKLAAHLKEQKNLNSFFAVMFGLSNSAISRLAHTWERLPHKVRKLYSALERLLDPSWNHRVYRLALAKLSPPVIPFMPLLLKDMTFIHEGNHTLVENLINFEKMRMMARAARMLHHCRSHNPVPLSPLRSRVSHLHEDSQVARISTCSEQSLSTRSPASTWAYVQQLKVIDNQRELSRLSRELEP
#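 Compounds were pinned as a concentration titration into mixtures of EPAC1 (100 nM), BODIPY-GDP-loaded Rap1B (250 nM) and GDP (50 uM). After 5 min at room temperature, fluorescence was followed for 30 min; activity was scaled to 6.5 mM cAMP.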
# EPAC1 antagonist = qHTS for Antagonist of cAMP-regulated guanine nucleotide exchange factor 3 (EPAC1): primary screen. Potency, µM (series often up to 115 µM), inactives show at the highest dose activity change, negative = inhibition, hits mostly inhibitors. EPAC1 GEF assay, Rap1b-BODIPY-GDP exchange fluorescence. actives 0.14% (n = 360,000);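 further: potency means the concentration at half of the fitted maximal effect; plate controls were vehicle for no effect and positive control for full effect; nearly all actives have a fitted effect of over 50% in size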
# * marks the source's active call; other numbers are inactive results; ? = inconclusive; nt = not tested or not shown; [ ] = another dose, or the depositor's remark. Unless noted, the call rests on the fitted dose curve; in most records, active means well fitted curve in the direction sought with a large enough effect; inconclusive means small, poorly fitted or top-dose-only effect, or another doubt; inactive means no such curve, though single readings can be large; an effect the other way counts as inactive or inconclusive.
mol	PI5P4Ka inh	FUS suppressor	PLK1 PBD inh	Abeta yeast res	IL-2 act	WRN inhibitor	EPAC1 ag	EPAC1 antagonist
COc1cc(/C=C/C(=O)c2ccc(C)c([N+](=O)[O-])c2)cc(OC)c1O	0	nt	-17%	0%	-0.6	?	-6%	-17%
CCCCCCSc1nc2c(c(=O)[nH]c(=O)n2C)n1C	10	-31%	0%	2%	-1.7	0%	-4%	7%
CCCS(=O)(=O)N1CCN(Cc2ccncc2)CC1	nt	-2%	2%	5%	-1.0	-4%	3%	5%
O=C1CSc2ccc(C(=O)Nc3cccc(S(=O)(=O)Nc4ccc(Br)cc4)c3)cc2N1	?	7.1µM*	21µM*	1%	-0.7	-11%	6%	-3%
CC(C)(C)NC(=O)COc1ccc(CNc2ncn[nH]2)cc1	6	0%	-16%	-21%	0.9	-4%	9%	-6%
O=[N+]([O-])c1ccc(N2CCN(c3cccc(Cl)c3)CC2)nc1	1	-24%	-7%	-8%	-2.9	-8%	13%	0%
CCn1cc(CN2CCCC(C(=O)Nc3cccc(-c4cc5ccccc5[nH]4)c3)C2)cn1 (stereo not given)	1	-4%	-10%	20%	-3.3	-7%	10%	1%
Cc1cc(C)cc(NC(=O)CS(=O)(=O)c2cccc3nsnc23)c1	2	-2%	-10%	-17%	5.4	1%	0%	4%
COCc1c(C(=O)N2CCN(S(=O)(=O)c3ccccc3Cl)CC2)oc2ccccc12	13	33%	-11%	7%	-0.2	-6%	9%	-23%
CC(Sc1nnc(COc2ccc3ccccc3c2)n1C)C(=O)O (stereo not given)	-10	4%	-1%	13%	-1.9	1%	-4%	13%
C/C(=N\O)c1cc(Cl)ccc1O	-2	-8%	-2%	21%	1.1	4%	9%	1%
CS(=O)(=O)N(CC(=O)NCCSCc1ccccc1)c1ccccc1	22	1%	-8%	-2%	0.4	-10%	9%	1%
COc1ccc2sc3c(=O)[nH]c4ccccc4c3c2c1	5	-7%	2%	4%	0.0	-12%	4%	-28%
Brc1ccc(OCCCCN2CCCCC2)cc1	0	-16%	-5%	-5%	-0.5	10%	9%	-3%
Fc1ccc(N2CCN(c3cnc4ccccc4n3)CC2)cc1	8	-31%	7%	-9%	-1.4	-7%	-3%	11%
CN1C(=O)C(c2cn(C)c3ccccc23)(c2cn(C)c3ccccc23)c2cc(Br)ccc21	-4	28%	0%	-16%	0.5	4%	1%	11%
Cc1cc(C)nc(NNC2=CC(=[N+]3CCCCC3)CC(C)(C)C2)n1	1	37%	-7%	-15%	-3.8	-1%	4%	-18%
CCc1c(C(=O)Nc2ccc(OC)cc2)[nH]c(C)c1C(C)=O	nt	26%	-4%	-17%	0.0	-8%	1%	-6%
CCOc1ccc(CCN2C(=S)N([C@@H](Cc3ccccc3)CN3CCC[C@@H]3CN3C(=S)NC[C@@H]3Cc3ccc(O)cc3)C[C@@H]2CC(C)C)cc1	-1	?	-1%	-9%	-0.5	-10%	-9%	-12%
O=C(CCCNC(=O)c1ccc(Cl)cc1)OCc1cccc(Br)c1	12	33%	6%	-52%[inhibitor]	1.7	-8%	-4%	-18%
O=C(CC1OC(=O)c2ccccc21)Nc1cc(Cl)ccc1N1CCOCC1 (stereo not given)	0	2%	-13%	-11%	0.4	-10%	-6%	2%
C=CCOc1ccc(/C=C2\SC(=S)N(NS(=O)(=O)c3ccccc3)C2=O)cc1	-56*	-31%	21µM*	-15%	0.4	-5%[11.6 µM]	3%	?
CC(C)N1CCC(=NNC(=O)c2ccccc2[N+](=O)[O-])CC1	-4	5%	4%	-6%	0.7	-24%[57.1 µM]	-4%	8%
CC(=O)c1cccc(S(=O)(=O)N2CCC(C(=O)Nc3cccc(C(=O)NC4CC4)c3)CC2)c1	-14	6%	-2%	-6%	0.3	-1%	0%	-14%
CCCCC1=CC2=CC(=O)C(C)(OC(=O)CC)C(=O)C2=CN1C1CCCCC1 (stereo not given)	-3	3%	-18%	4%	-0.7	8%	-19%	-13%
CCOC(=O)c1sc2nc(C)nc(NCCc3ccccn3)c2c1C	5	-41%	5%	-5%	0.6	2%	13%	-17%
O=C1c2ccccc2NC(c2ccc(F)cc2)N1Cc1ccccc1 (stereo not given)	-3	7%	-7%	-23%	1.3	-10%	8%	-29%
O=C(N/N=C/c1ccco1)c1cc(-c2ccc(Cl)s2)[nH]n1	-22	-2%	-12%	-3%	0.7	-16%	13%	6%
COc1ccc(C(CCNCc2ccc(OC(C)C)cc2)c2ccccc2OC)cc1 (stereo not given)	4	23%	?	5%	-0.8	-10%	-1%	-3%
C(=N\c1nc2ccccc2n1CCN1CCCCC1)/c1cccs1	0	6%	-9%	1%	0.4	8%	4%	8%

# Carrying on:
mol	PI5P4Ka inh	FUS suppressor	PLK1 PBD inh	Abeta yeast res	IL-2 act	WRN inhibitor	EPAC1 ag	EPAC1 antagonist
Cc1cc(C)cc(-n2c3ccc(NC(=O)Cc4cccc5ccccc45)cc3c(=O)n2C)c1	6	2%	0%	-11%	-0.6	1%	8%	-18%
Cc1cc(N2CCOCC2)nc2ccc(NC(=S)NCc3ccc4c(c3)OCO4)cc12	3	27%	-13%	0%	-2.2	-7%	2%	-11%
COCCCNc1nccn2ccnc12	-4	-10%	-2%	-4%	0.0	-3%	12%	-7%
Cc1ccc(C(CNS(=O)(=O)c2ccccc2)N2CCN(C)CC2)cc1 (stereo not given)	2	?	1%	-4%	1.2	-6%	-11%	10%
CN(CCO)c1ccc(C(C(=O)c2ccccc2)c2ccc(N(C)CCO)cc2)cc1	4	-5%	-10%	4%	-0.3	-2%	-9%	-15%
CCOC(=O)c1ccc(NC(=O)c2nc[nH]c2C(=O)NCc2ccccc2)cc1	14	?	2%	3%	-0.4	-2%	-1%	-3%
O=C(COC(=O)Cc1c(F)cccc1Cl)NNC(=O)c1ccccc1	2	-39%	2%	-12%	-0.8	6%	3%	3%
COC(=O)C1=C(C)N(C)C(=S)NC1c1cc(OC)ccc1OC (stereo not given)	0	19%	1%	?	-2.3	-4%	-4%	2%
Cc1onc(-c2ccccc2)c1C(=O)OCC(=O)N(C)c1ccccc1	0	20%	0%	-4%	2.3	-14%	6%	12%
CC(C)n1cnc2c(Nc3cccc(Cl)c3)nc(N(CCO)CCCO)nc21	-27	38%	5%	5%	-0.7	-16%	2%	-20%
CC(=O)c1ccc(OC(=O)COc2ccccc2Cl)cc1	-2	-28%	0%	-3%	-0.5	-15%	19%	8%
CN1CCN(/C=N/C2=C(C#N)C(c3ccccc3)C3=C(CC(C)(C)CC3=O)O2)CC1 (stereo not given)	0	13%	-13%	10%	-0.6	-5%	-1%	1%
CCCCCCN1CCN(C2CN(Cc3cn(Cc4cccc(C(F)(F)F)c4)nn3)S(=O)(=O)C2)CC1 (stereo not given)	4	14%	1%	-17%	-0.1	4%	-1%	-20%
CC(=O)Nc1ccc(C(=O)N/N=C/c2ccccc2OC(=O)c2ccc(Cl)cc2)cc1	13	?	-7%	-5%	-0.2	2%	0%	-20%
COc1ccc(-n2cc(C#N)c(=O)[nH]c2=O)cc1	8	-4%	-8%	1%	-0.3	-1%	5%	-14%
O=C(NC(c1ccccc1)c1ccccc1)C1(c2cccs2)CCOCC1	5	12%	3%	14%	-1.2	2%	0%	-8%
Cn1c2ccccc2c2c(C(=O)N3CCN(C(=O)c4ccco4)CC3)cn(C3CCCCC3)c(=O)c21	1	41%	-4%	10%	-3.7	2%	0%	-5%
COc1ccc(S(=O)(=O)N2CCCCCC2)cc1C(=O)Nc1ccccn1	0	12%	4%	-10%	7.4	-13%	-18%	0%
COc1cc(NC(=O)c2cccc(Br)c2)nc(OC)n1	2	14%	-20%	-7%	2.0	-10%	10%	-2%
CCOc1cccc(-c2nnc3n2N=C(c2cc(OC)ccc2OC)CS3)c1	0	5%	-15%	0%	-4.4	-2%	15%	3%

# For reference, part of the list above:
mol	PI5P4Ka inh	FUS suppressor	PLK1 PBD inh	Abeta yeast res	IL-2 act	WRN inhibitor	EPAC1 ag	EPAC1 antagonist
CC(=O)c1ccc(OC(=O)COc2ccccc2Cl)cc1	-2	-28%	0%	-3%	-0.5	-15%	19%	8%
CN1CCN(/C=N/C2=C(C#N)C(c3ccccc3)C3=C(CC(C)(C)CC3=O)O2)CC1 (stereo not given)	0	13%	-13%	10%	-0.6	-5%	-1%	1%
CCCCCCN1CCN(C2CN(Cc3cn(Cc4cccc(C(F)(F)F)c4)nn3)S(=O)(=O)C2)CC1 (stereo not given)	4	14%	1%	-17%	-0.1	4%	-1%	-20%
CC(=O)Nc1ccc(C(=O)N/N=C/c2ccccc2OC(=O)c2ccc(Cl)cc2)cc1	13	?	-7%	-5%	-0.2	2%	0%	-20%
COc1ccc(-n2cc(C#N)c(=O)[nH]c2=O)cc1	8	-4%	-8%	1%	-0.3	-1%	5%	-14%
O=C(NC(c1ccccc1)c1ccccc1)C1(c2cccs2)CCOCC1	5	12%	3%	14%	-1.2	2%	0%	-8%
Cn1c2ccccc2c2c(C(=O)N3CCN(C(=O)c4ccco4)CC3)cn(C3CCCCC3)c(=O)c21	1	41%	-4%	10%	-3.7	2%	0%	-5%
COc1ccc(S(=O)(=O)N2CCCCCC2)cc1C(=O)Nc1ccccn1	0	12%	4%	-10%	7.4	-13%	-18%	0%
COc1cc(NC(=O)c2cccc(Br)c2)nc(OC)n1	2	14%	-20%	-7%	2.0	-10%	10%	-2%
CCOc1cccc(-c2nnc3n2N=C(c2cc(OC)ccc2OC)CS3)c1	0	5%	-15%	0%	-4.4	-2%	15%	3%

# Rows were taken by chance; any-hit rate near 4.1%.
